# H9c2 TAG inh = triacylglycerol accumulation inhibition; inhibition, % at 12.5 µM; hit rate 0.66% among 230,000; H9c2 cells, Nile Red lipid (TAG) fluorescence; cells loaded with 200 µM oleic acid;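 active = pattern-corrected inhibition of lipid staining of at least 50% with the nuclear-stain viability signal not falling by more than 50%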;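 note: 0% = DMSO wells and 100% = triacsin C control wells; some results filed as inactive read as strong as hits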
# H9c2 TAG inh DAPI viability = second read-out of H9c2 TAG inh, no call of its own (marks repeat the call); DAPI nuclei signal change (viability), lower = more cytotoxic, %;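 whole-well DAPI fluorescence read on a plate reader as a viability signal; minus 50 percent equals half of cells still viable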
# * marks the source's active call; other numbers are inactive results. Only part of the results is shown; rates above refer to the full screens.
molecule,H9c2 TAG inh,H9c2 TAG inh DAPI viability
CC(=O)C1C(c2ccc(OC(F)F)cc2)NC(=O)NC1(O)C(F)(F)F (stereo not given),-9.3,0.9
COc1cc(CCC(=O)Nc2ccncc2Cl)cc(OC)c1OC,-0.3,6.1
CC(C)c1nccn1S(=O)(=O)c1cc([N+](=O)[O-])ccc1Cl,8.1,9.8
CC(C)(C)NC(=O)C(c1ccncc1)N(C(=O)Cn1nnc(-c2cccs2)n1)C1CCCCC1 (stereo not given),-5.1,9.8
COc1ccc(C2CC(c3ccccc3)=NN2C(=O)COC(=O)C2(C)CC2(Cl)Cl)cc1 (stereo not given),6.4,-8.0
Cc1ccccc1-c1nc(CN2CCN(C(=O)c3ccco3)CC2)c(C)o1,-3.2,-8.7
O=C(NC(=S)N1CCN(Cc2ccccc2)CC1)c1cccnc1,-3.8,13.3
Cc1ccc(-c2cc(=O)c3ccccc3[nH]2)cc1,-5.4,11.5
O=C(ON=C1CCSCC1)c1ccccc1,9.0,-12.2
Cc1cn(CC(=O)NCCN2CCOCC2)c(=O)[nH]c1=O,-43.9,5.7
Cc1nn(C)cc1CNC(=O)c1cnn2c(C(F)F)cc(C3CC3)nc12,-2.5,-6.2
Cc1cc(NC(=O)CSc2nnc(Nc3ccccc3C)s2)no1,5.9,-0.5
Cc1ccc(NC(=O)/C=C/c2cccc([N+](=O)[O-])c2)nc1,-12.2,9.3
CCCCc1n[nH]c2c1/C(=N/O)CC(c1ccccc1)C2 (stereo not given),-77.7,3.4
CN(Cc1ccncn1)C(=O)CC1C(=O)NCCN1Cc1cccc(Oc2ccccc2)c1 (stereo not given),3.7,-17.8
COc1ccc(NC(=S)NC(NC(=O)c2cccc(C)c2)C(Cl)(Cl)Cl)c([N+](=O)[O-])c1 (stereo not given),1.1,-9.1
O=C(NCCc1ccccc1)/C(=C\c1ccc([N+](=O)[O-])cc1)NC(=O)c1ccccc1,10.2,-10.9
Cc1onc(-c2ccccc2)c1C(=O)OCC(=O)N1CCN(c2ccccc2)CC1,-8.9,1.6
CC1(C)SC(=S)N(NC(=O)Nc2ccccc2)C1N(O)C(=O)Nc1ccccc1 (stereo not given),-12.0,-2.8
Nc1nccc(/C=C/c2ccc(Cl)cc2)n1,-4.4,12.1
CC(=O)n1cc(C2C(=O)CCCC2=O)c2ccccc21,-9.8,-16.6
CC(=O)c1ccc(S(=O)(=O)N2CCN(CC(=O)NC(=O)NC3CCCCC3)CC2)cc1,-1.4,2.9
CC(=O)Nc1cccc(C(=O)Nc2cc(C(F)(F)F)ccc2-n2cncn2)c1,7.7,0.7
Cc1ccc(CNC(=O)CN2CCN(Cc3ccc(Cl)cc3)C2=O)cc1,-31.0,-2.2
CC(Oc1ccc(Br)cc1)C(=O)Nc1nnc(C2CC2)s1 (stereo not given),-18.9,7.1
O=C(Cn1sc2ccccc2c1=O)Nc1ccc(F)cc1,38.3,-24.8
COc1cccc(-n2nc(-c3ccnn3-c3ccc(F)cc3)c(=O)n(C)c2=O)c1,-5.1,8.1
O=C(O)CC/C(=C\c1ccc(N2CCOCC2)c([N+](=O)[O-])c1)c1nc2ccccc2s1,7.1,-3.1
Cc1cc(NS(=O)(=O)c2ccc(NC(=O)CCCOc3ccc(Cl)cc3)cc2)no1,1.0,-2.2
CCC(C)(C)NC(=O)C1CCN(c2nc(OC)nc(OC)n2)CC1,1.1,7.6
Cn1c(-c2ccc(F)cc2)cnc1NCc1ccc(F)cc1,-37.3,10.1
O=C(NCc1ccc2c(c1)OCO2)c1ccccc1Cl,8.9,-4.9
CC(C)CCNC(=O)NC(=O)COc1c(F)c(F)cc(F)c1F,7.1,-6.1
CC(CCc1ccccc1)NC(=O)CN1CCc2ccccc2C1 (stereo not given),-1.4,-3.5
COCCN(C(=O)COC(=O)c1cc(C)oc1C)c1c(N)n(Cc2ccccc2)c(=O)[nH]c1=O,2.4,0.3
CC(NC(=O)CSc1ccccc1C(=O)O)C1CC2CCC1C2 (stereo not given),2.1,-8.4
CCOC(=O)C1=C(COC(=O)COc2ccccc2C=O)NC(=O)NC1C (stereo not given),-1.2,2.6
CCN(CC)C(=O)COc1ccc2c3c(c(=O)oc2c1C)CCCC3,15.3,6.1
Cc1c(C(=O)N(C)c2ccc(Cl)cc2)cnn1-c1ccccc1,17.3,2.0
O=C(NCc1cccc(F)c1)c1ccc2nc(N3CCOCC3)sc2c1,13.2,-9.2
Cn1ncc(Cl)c1C(=O)N1CCN(c2ccc(Cl)c(Cl)c2)CC1,-6.0,-2.2
CCCCN1C(=O)CCC(C(=O)O)C1c1ccccc1 (stereo not given),1.9,0.7
CC(C)c1cc(C(=O)NCCc2ccccc2)no1,-13.3,3.0
CC1c2cccn2CCN1S(=O)(=O)c1ccccc1 (stereo not given),-21.8,7.9
Cc1oc(-c2cc(F)ccc2F)nc1CN1CCC(C(=O)N2CCOCC2)CC1,-8.0,-7.5

# Reprinted at random: 2 entries already listed, in no set order.
molecule,H9c2 TAG inh,H9c2 TAG inh DAPI viability
Cn1c(-c2ccc(F)cc2)cnc1NCc1ccc(F)cc1,-37.3,10.1
CC(CCc1ccccc1)NC(=O)CN1CCc2ccccc2C1 (stereo not given),-1.4,-3.5

# Remaining list, next part:
molecule,H9c2 TAG inh,H9c2 TAG inh DAPI viability
CCN(CC(=O)NC1CC1)S(=O)(=O)c1ccccc1,-9.6,0.5
COc1cc2ccccc2cc1C(=O)N/N=C/c1cccs1,54.9*,-45.4*
O=C(CCc1ccccc1)NCC(=O)N/N=C/c1ccc2c(c1)OCO2,3.6,-2.4
Cc1nnc(SC(C)C(=O)c2c[nH]c3ccccc23)n1C1CC1 (stereo not given),5.2,-7.7
O=C(CSc1nc(N2CCOCC2)nc(N2CCOCC2)n1)Nc1ccc(Cl)cc1Cl,18.8,0.5
Cc1ccc(C(=O)Nc2nc(C(C)(C)C)cs2)s1,41.6,-4.4
CCc1ccc(C(O)c2ncc(-c3ccc(C)cc3)[nH]2)cc1 (stereo not given),-18.5,-2.5
CCCCc1ccc(NC(=O)CN2C(=O)C3CCCCC3C2=O)cc1 (stereo not given),-10.7,-0.2
Cc1ccc(CNc2oc(C)nc2C#N)cc1,-17.3,15.0
Cc1cccnc1NC(=O)c1ccc(OCc2c(C)noc2C)cc1,-13.9,-0.3
CCCCn1c(N)c(N(CC)C(=O)c2cc(S(=O)(=O)N3CCN(CC)CC3)ccc2Cl)c(=O)[nH]c1=O,-0.9,3.3
CCOCCCNC(=S)N1CCCN(c2nc3cc(C)cc(C)c3cc2C#N)CC1,10.3,24.7
CC1(c2nnc(-c3cccc(Cl)c3)o2)CC(c2ccc(Br)cc2)=NO1 (stereo not given),-7.2,11.1
CCOC(=O)c1ccc(-n2c(N)c(C(=O)NCC3CCCO3)sc2=S)cc1 (stereo not given),4.8,0.4
CCOC(=O)CSc1nnc(CNC(=O)c2ccc([N+](=O)[O-])cc2)n1C,-4.6,-2.0
CCn1c2c(c3cc(Cl)ccc31)CCCC2=O,-11.3,9.0
C[C@@H]1CN([C@H](C)CO)C(=O)Cc2cc(NC(=O)CCC(F)(F)F)ccc2O[C@@H]1CN(C)C(=O)Nc1ccccc1,5.7,-1.5
CC1CCCC(NC(=O)c2cccs2)C1C (stereo not given),7.8,-3.4
CCOC(=O)c1sc2ncn(/N=C/c3cccnc3)c(=O)c2c1C,-1.2,-1.3
COc1cccc(C2=NO[C@@H]3C(=O)N(Cc4ccccc4)C(=O)[C@H]23)c1OC,-9.1,10.7
Cc1cc(N2CCN(c3ccccc3)CC2)nc(NCc2ccccc2)n1,-34.8,14.0
Cc1ccc(S(=O)(=O)NCc2ccccc2)cc1C(=O)NC(C)c1ccc(S(N)(=O)=O)cc1 (stereo not given),-1.3,-3.0
c1ccc(-c2ccc(OCCCn3cncn3)cc2)cc1,-6.5,-5.6
CCN1CCN(CCNC(=O)c2ccc(/C=C3/Sc4ccccc4N(Cc4ccccc4C)C3=O)cc2)CC1,11.8,1.5
COCCCN1C(=O)C(=O)/C(=C(/O)c2ccc(C)cc2)C1/C=C/c1ccccc1 (stereo not given),-2.1,-5.7
COc1ccc(NC(=O)CN(C)C(=O)CSCc2ccc(C)cc2)cc1,-13.1,-10.2
O=C(O)/C(=C\c1ccc(-c2ccc(F)cc2)o1)c1ccccc1,-7.8,4.0
CCc1ccc([C@@H]2C[C@H]3[C@@H](CN2S(=O)(=O)c2ccc(C)cc2)C(=O)C[C@@H](c2ccccc2)N3S(=O)(=O)c2ccc(C)cc2)cc1,21.8,-4.4
CCOC(=O)/C=C/C(=O)Nc1ccc(S(=O)(=O)N2CCCCCC2)cc1,9.9,-17.9
COCCSc1nnc(NC(=O)C2CC(=O)N(c3ccc(Cl)cc3)C2)s1 (stereo not given),9.0,-7.1

# Shown with each value named: four of the compounds above.
O=C(NCc1ccc2c(c1)OCO2)c1ccccc1Cl
- H9c2 TAG inh: 8.9
- H9c2 TAG inh DAPI viability: -4.9

CC(C)CCNC(=O)NC(=O)COc1c(F)c(F)cc(F)c1F
- H9c2 TAG inh: 7.1
- H9c2 TAG inh DAPI viability: -6.1

CC(CCc1ccccc1)NC(=O)CN1CCc2ccccc2C1 (stereo not given)
- H9c2 TAG inh: -1.4
- H9c2 TAG inh DAPI viability: -3.5

COCCN(C(=O)COC(=O)c1cc(C)oc1C)c1c(N)n(Cc2ccccc2)c(=O)[nH]c1=O
- H9c2 TAG inh: 2.4
- H9c2 TAG inh DAPI viability: 0.3

# Next section:
molecule,H9c2 TAG inh,H9c2 TAG inh DAPI viability
COc1ccc(N=C2SC(CC(=O)Nc3cccc(Cl)c3)C(=O)N2Cc2ccco2)cc1 (stereo not given),8.1,-18.7
COc1ccc(S(=O)(=O)NCC2CCCN(C(=O)c3ccco3)C2)cc1 (stereo not given),-4.8,-12.6
OC(C#CCN1CCCCC1)c1ccccc1 (stereo not given),18.7,-8.7
O=C(CCSc1nc(-c2ccco2)cc(C(F)(F)F)n1)Nc1ccc2c(c1)OCO2,-12.9,4.6
CC1CC(C)CN(C(=O)CNC(=O)c2ccc3ccccc3c2)C1 (stereo not given),-2.0,-1.9
CC1=CC(C)(C)NC(=S)N1c1cc(C)cc(C)c1,-11.6,-7.5
CCN(CC)S(=O)(=O)c1ccc(/C=C/C(=O)Nc2ccc(N3CCOCC3)cc2)cc1,10.3,-1.2
Oc1sc(C=Nc2ccc(F)cc2)c2ccccc12,-22.2,7.2
Cc1nc2ccc(NC(=O)Cc3ccccc3F)cc2s1,4.3,-4.3
O=C1Nc2ccccc2C1=Nc1ccc2[nH]c3ccccc3c2c1,4.4,-1.0
CN(C(=O)c1cccs1)C1(C)CCS(=O)(=O)C1 (stereo not given),5.5,-2.2
Brc1ccc(-c2cn3c(n2)CCc2ccc4cccnc4c2-3)cc1,4.1,15.1
COc1ccccc1NC(=O)COc1cccc2c1CCNC2=O,28.3,7.6
CCOc1ncccc1C(=O)OCC(=O)Nc1ccc(C)c(S(=O)(=O)N2CCOCC2)c1,1.0,0.5
Cn1c(CCC(=O)Nc2ccc(F)cc2)nc2cc(S(=O)(=O)N3CCOCC3)ccc21,4.5,-4.6
COc1ccc([C@H]2C[C@H](O)[C@@H](n3cc(C4CC4)nn3)CN2C(=O)C2CCCCC2)cc1,-14.8,-1.0
Cc1cc(=O)[nH]c(SCC(=O)Nc2ccc(S(N)(=O)=O)cc2)n1,-16.5,-4.1
Cc1cc(C)c(S(=O)(=O)N2CCOC2CNC(=O)C(=O)NCCCN2CCOCC2)c(C)c1 (stereo not given),-17.9,3.6
CCc1ccc(CN2C(=O)c3ccccc3C2C(=O)NCC2CCCO2)cc1 (stereo not given),1.6,-2.3
O=C(C[n+]1cccc(C(=O)N/N=C/c2cccc([N+](=O)[O-])c2)c1)c1ccccc1,-6.7,-2.5
Cc1cc(Nc2ccccc2)n(-c2ccc(C(=O)O)cc2)n1,5.7,-1.2
Cc1cc(C)c(NC(=O)CN(C)C(=O)c2ccc(OCc3ccccc3)cc2)c(C)c1,1.5,17.6
CCOc1ccc(C(=O)NC2CCN(C(=O)N3CCCC3)CC2)cc1,-7.8,-2.0
COc1ccc(SCCc2ccncc2)cc1,-6.9,16.9
COc1ccccc1NS(=O)(=O)c1cc(NC(=O)CN2C(=O)NC3(CCCC3)C2=O)ccc1C,-3.8,-4.9
COc1ccc(F)c(CN2CCN(CCc3ccccc3)C(CCO)C2)c1 (stereo not given),-2.3,-9.6
CCCC1=C(C(=O)OCC)C(c2c(C)nn(-c3ccccc3)c2Cl)C(C#N)=C(N)O1 (stereo not given),-13.6,-3.3
O=C(NC(c1ccc(Cl)cc1)c1ccccn1)C1CCN(CCOc2ccc(Cl)cc2Cl)CC1 (stereo not given),-15.5,19.5
COc1cc(OC)cc(-c2nnc(SCC(=O)N3c4ccccc4Sc4ccccc43)o2)c1,4.0,7.4
O=C(c1ccncc1)N1CCN(S(=O)(=O)c2cccc(F)c2)CC1,12.1,0.3
Cc1ccc(C(=O)NCCn2cc(SCC(=O)Nc3nnc(C)s3)c3ccccc32)cc1,-0.9,-2.4
COc1cccc(C(=O)OCC(=O)Nc2sc3c(c2C(N)=O)CCC3)c1O,-9.0,-5.2
CCOc1cc(S(=O)(=O)NCc2ccccc2)ccc1Br,-15.7,6.5
O=C(COc1cc(F)ccc1[N+](=O)[O-])N1N=C(c2cccs2)CC1c1ccco1 (stereo not given),14.2,1.5
CCCc1c(NC(=O)Nc2ccc(F)cc2)cnn1-c1ccccc1,2.7,-11.1
C=CCSc1nc2ccccc2n1S(=O)(=O)c1ccc(Cl)cc1,19.4,-17.2

# Screens (PubChem)
